Screening results from PubChem.
AID inhibitor: blocks human AID cytidine deaminase activity; actives 0.32% (n = 91,000); Potency, µM (doses to about 115 µM), without a hit: top-dose activity change, negative = inhibition, most hits filed as inhibitors; Q9GZX7; AID deamination FRET fluorescence, UDG-coupled, 4 h; further: nearly all actives have a fitted effect of over 25% in size
Target sequence (Q9GZX7 whole entry, looked up): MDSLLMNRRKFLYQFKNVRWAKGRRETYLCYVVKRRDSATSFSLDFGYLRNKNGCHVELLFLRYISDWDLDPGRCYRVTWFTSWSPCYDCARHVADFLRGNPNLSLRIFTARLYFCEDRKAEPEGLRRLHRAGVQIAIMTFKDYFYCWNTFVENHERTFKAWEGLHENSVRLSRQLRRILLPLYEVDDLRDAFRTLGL
UDG counterscr: blocks uracil-DNA glycosylase in AID counter-screen | FRET deamination/UDG coupled assay, UDG read, 4 h | Potency, µM (doses to about 115 µM), inactives show at the highest dose activity change, negative = inhibition, hits mostly inhibitors | actives 0.14% (n = 91,000); further: nearly all actives have a fitted effect of over 65% in size
Starred values were filed as active, the others as inactive; ? = inconclusive; & = joins results of further samples; [ ] = another dose, or the depositor's remark. The call rests on the fitted dose curve; in most records, active means well fitted curve in the direction sought with a large enough effect; inconclusive means small, poorly fitted or top-dose-only effect, or another doubt; inactive means no such curve, though single readings can be large; an effect the other way counts as inactive or inconclusive. On the % scale 0 is the no-effect control and ±100 the full control effect; potency means the concentration at half of the fitted maximal effect. A portion of the library; count on the stated rates, not on these rows.

SMILES | AID inhibitor | UDG counterscr
O=C(NCCc1nc2ccccc2n1CCCOc1ccc(Cl)cc1)C1CCCCC1 | ? | -13%
O=C(/C=C/c1cccc(Cl)c1Cl)c1ccccc1OC(F)F | -20% | -7%
CCCC12CN3CC(CCC)(CN(C1)C3c1ccc(OCc3ccccc3)cc1)C2=O (centres undefined) | 7% | 6%
CCCCn1nc(C(=O)NCc2ccccc2F)c2ccccc2c1=O | -12% | 3%
Cc1c(-c2ccccc2)oc2c(C(=O)OCC(=O)Nc3cccc(F)c3)cccc2c1=O | 2% | 3%
Cc1cc(Br)cc(Cl)c1OCC(=O)NCc1cccc(NC(=O)C2CC2)c1 | -3% | 9%
CCONC(=O)CCC1Cc2ccccc2NC1=O (centres undefined) | 9% | 6%
CC(=O)Nc1c(C)nn(-c2ccccc2)c1N1CCC(C(=O)NCc2cccc(F)c2)CC1 | 1% | -4%
O=C(O)CCc1ccc(S(=O)(=O)NCc2ccc(F)cc2)cc1 | -5% | -7%
CCc1ccc(S(=O)(=O)Nc2ccc3[nH]c(=O)sc3c2)cc1 | 12% | 5%

Next compounds:
SMILES | AID inhibitor | UDG counterscr
O=C(Nc1cccc2cnccc12)c1cccc(S(=O)(=O)N2CCCCCC2)c1 | -14% | 0%
CCN(C(=O)C(NS(=O)(=O)c1cccc2nsnc12)c1ccccc1)c1ccccc1 (centres undefined) | -9% | -9%
CCCN(Cc1cccs1)C(=O)Nc1cc(Cl)c(OC)cc1OC | -11%&-17% | -10%&9%
COc1ccc(NC(=O)c2c(NCc3cccc(F)c3)sc3c2CCC3)c(OC)c1 | 257%[activator] | -1%
Cc1ccc2c(c1)cc(C(=O)NCCN(C)C)n2C | 4% | -2%
Cc1nn(-c2ccc(Cl)nn2)c2c1C(c1ccc(C#N)cc1)CC(=O)N2 (centres undefined) | -7% | -2%
COc1ccc(/C=C/C(=O)Nc2cccc(F)c2)cc1 | 12%[57.5 µM] | -2%[57.5 µM]
CCN(CC)S(=O)(=O)c1ccc(NC(=O)COc2ccc3c(C)cc(=O)oc3c2)cc1 | -8% | -15%
Cc1ccc(NC(=O)Nc2nnc(C(C)C)s2)cc1C | 1% | 3%
CCN(CC)c1ccc2cc(-c3nnc(Nc4ccc(C)cc4)s3)c(=O)oc2c1 | 25% | 0%

Further structures follow.
SMILES | AID inhibitor | UDG counterscr
O=C(NCc1cccnc1-n1cccn1)c1cccc(NC(=O)c2cccnc2)c1 | -1% | -4%
O=C1Nc2ccccc2C1CCO (centres undefined) | 0% | -19%
COc1cc(/C=C(\C#N)c2nc3ccccc3[nH]2)cc(OC)c1OC | -3% | 1%
COc1ccc2c(c1)CC(C(=O)N1CCC(C(N)=O)CC1)CO2 (centres undefined) | -16% | -7%
CCCCCCCCc1ccc(-c2ccc(C(=O)OC(C)C(=O)OC(C)C)cc2)cc1 (centres undefined) | 0% | 2%
O=C(CC1N=C2c3ccccc3N=C(SCc3ccc(F)cc3)N2C1=O)NCCc1ccccc1 (centres undefined) | ? | 19%
CC(CCc1ccccc1)NC(=O)c1ccc2c(Cl)c3c(nc2c1)CCC3 (centres undefined) | -17% | -9%
CCOc1ccc(CN(C)C(=O)NC(c2ccc3c(c2)OCCCO3)C(C)C)cc1 (centres undefined) | -7% | -1%
Cc1ccc(-c2nc(C(=O)N3CCN(c4ccccc4)CC3)c3n2CCCCC3)cc1 | ? | -11%
Cc1ccc(N(CC(=O)Nc2ccc(OC(F)(F)F)cc2)S(=O)(=O)c2c(C)noc2C)cc1 | 0% | -5%

Later entries
SMILES | AID inhibitor | UDG counterscr
Cc1ccc2c(CNC3CCCC3)c(C(=O)O)n(Cc3ccc(F)cc3)c2c1 | -4% | 3%
CC(=O)Nc1ccc(CNC(=O)c2nccnc2N)cc1 | 3% | 2%
CC(C)c1nn2c(=O)cc(COC(=O)c3ccccc3NC(=O)C3CCCCC3)nc2s1 | 6% | -2%
Cc1ccc(NS(=O)(=O)c2cc([N+](=O)[O-])ccc2N/N=C/c2ccc(N(c3ccccc3)c3ccccc3)cc2)c(C)c1 | 2% | 1%
CCC(C)NC(=S)NC1CCCCC1 (centres undefined) | 0% | 7%
COc1cccc(CNC(=O)c2ccc(CSc3nc4ccncc4n3Cc3cccc(C)c3)cc2)c1 | ? | 3%
CCc1ccc2c(c1)c(=O)c(C(=O)c1ccccc1)cn2CC(=O)Nc1ccc(C)c(Cl)c1 | -4% | -2%
CCOc1ccccc1NC(=O)c1cn(C2CCCCC2)c(=O)c2c1c1ccccc1n2C | 24% | -22%
Cc1ccc(Nc2nc(NC3CCCCC3)nc3c2cnn3C)cc1 | -23% | -10%
Cc1ccc(-c2cc(NC(=O)COc3ccc(Cl)c(C)c3)on2)cc1 | 19% | -11%

Additional results.
SMILES | AID inhibitor | UDG counterscr
O=C(NC1(C(F)(F)F)C(=O)Nc2c1c(=O)[nH]c(=O)n2Cc1ccco1)c1ccco1 (centres undefined) | 8% | 1%
COC(=O)c1ccc(/C=C/C(=O)c2cccs2)cc1 | -16% | 0%
COC(=O)c1ccc(NC(=O)COC(=O)c2oc3ccccc3c2C)cc1 | -4% | 4%
Cc1ccsc1CNC(=O)CSCC#N | 1% | -3%
Cc1cc(-c2ccc(S(=O)(=O)NCc3ccccc3Cl)s2)on1 | ? | 63%[activator]
O=C(Nc1cccc(S(=O)(=O)NC2=NCCC2)c1)C1(c2cccc(Cl)c2)CC1 | 4% | 2%
CCOC(=O)c1[nH]c(C)c(C=O)c1C | 6% | -6%
CC(C)C(NC(=O)c1ccccc1I)c1cccs1 (centres undefined) | 0% | 1%
C=CCOc1nc2c(c(=O)n(Cc3ccc(Br)cc3)c(=O)n2C)n1C | -1% | 4%
CCOCCn1ccc2c(OCC(=O)Nc3cc(C(F)(F)F)ccc3Cl)cccc2c1=O | -10% | ?

Additional structures:
SMILES | AID inhibitor | UDG counterscr
CC(C)(/C=N/O)/[N+]([O-])=C/C=[N+](\[O-])C(C)(C)/C=N/O | 2% | 0%
C=CCOc1ccccc1C(=O)Nc1cccc(C#N)c1 | -3% | 1%
COC(=O)COc1ccc2c(c1)OCC2=O | 7% | ?
CSc1ccc(NC(=O)CC2C=CCC2)cc1 (centres undefined) | 9% | 8%
Cc1ccsc1CNC(=O)c1cnccn1 | -3% | 3%
O=C(/C=C/c1ccco1)N(Cc1cccs1)Cc1cccs1 | -15% | -1%
COc1ccc(-c2ccc(CCC(=O)O)n2-c2ccccc2C(F)(F)F)cc1 | -11% | -2%
Cc1ccccc1CSc1nc2c(=O)[nH]cnc2n1-c1ccccc1 | -8% | 1%
CCOc1ccc(-c2cc3c(=O)n(Cc4nc(-c5ccc(OCC)c(OC)c5)oc4C)ccn3n2)cc1Cl | 15% | -9%
Cc1ccc(CNc2ncnc3c2cnn3-c2ccc(Cl)cc2)cc1 | 4% | -4%

(next part)
SMILES | AID inhibitor | UDG counterscr
Cc1ccc(CS(=O)Cc2ccc(F)cc2Cl)cc1 (centres undefined) | -14% | -11%
COC(=O)C(C)Sc1nnc2cc(C)c3cc(C)cc(C)c3n12 (centres undefined) | 1% | -5%
Cc1ccn2c(Nc3ccc4c(c3)OCCO4)c(-c3ccc(C)s3)nc2c1 | ? | -3%
CCCCCn1c(Sc2ccc(C)cc2)nc2c1c(=O)[nH]c(=O)n2C | -5% | -2%
CC12CC3CC(C)(C1)CC(NCc1ccncc1)(C3)C2 | 1% | 1%
Cc1ccc(C)c(C(=O)NCc2ccco2)c1 | 7% | 2%
Cc1cccc(N2CCN(C(=O)c3cnc4c(C)cccn4c3=O)CC2C)c1 (centres undefined) | -5% | -15%[57.5 µM]
COc1ccc(-c2cn3nc(N4CCCC(C(=O)NCCCOC(C)C)C4)sc3n2)cc1 (centres undefined) | -25% | -2%
Cn1cnc2c1c(=O)n(CC(=O)OCCOc1ccccc1)c(=O)n2C | 3% | -1%
CC(=O)c1cccc(NS(=O)(=O)c2c(C(=O)N3CCCCCC3)c(C)n(C)c2C)c1 | 9% | -3%

Continued, starting with the last 7 of the part before.
SMILES | AID inhibitor | UDG counterscr
CCCCCn1c(Sc2ccc(C)cc2)nc2c1c(=O)[nH]c(=O)n2C | -5% | -2%
CC12CC3CC(C)(C1)CC(NCc1ccncc1)(C3)C2 | 1% | 1%
Cc1ccc(C)c(C(=O)NCc2ccco2)c1 | 7% | 2%
Cc1cccc(N2CCN(C(=O)c3cnc4c(C)cccn4c3=O)CC2C)c1 (centres undefined) | -5% | -15%[57.5 µM]
COc1ccc(-c2cn3nc(N4CCCC(C(=O)NCCCOC(C)C)C4)sc3n2)cc1 (centres undefined) | -25% | -2%
Cn1cnc2c1c(=O)n(CC(=O)OCCOc1ccccc1)c(=O)n2C | 3% | -1%
CC(=O)c1cccc(NS(=O)(=O)c2c(C(=O)N3CCCCCC3)c(C)n(C)c2C)c1 | 9% | -3%
O=C(O)/C=C/c1ccccc1 | 0% | -5%
CCOc1ccc(NC(=O)CSc2nnc(CNC(=O)C34CC5CC(CC(C5)C3)C4)n2CC)cc1 | ? | -10%
CC1Cn2c(C(=O)NCc3ccccc3Cl)cc3cccc(c32)S1 (centres undefined) | ? | 31%[activator]
Cc1ccc(NC(=O)/C(=C/c2ccccc2)c2ccccc2)c(C)c1 | -16% | 0%
CC(=O)N1CCc2cc(Br)cc(S(=O)(=O)N3CCC(C(=O)Nc4ccc(C(C)C)cc4)CC3)c21 | -7% | -14%[57.5 µM]
COC(=O)c1cc(NC(=O)c2nn(C)c3c2CSc2ccccc2-3)cc(C(=O)OC)c1 | -5% | 1%[57.5 µM]
CCC(C(=O)Nc1cccc(C#N)c1)n1nc(-c2ccccc2)ccc1=O (centres undefined) | -7% | -11%
Cc1ccccc1-c1nc(C#N)c(N2CCN(c3ccccc3)CC2)o1 | -7% | -10%
Cc1ccc(NC(=O)CN2C(=O)c3cccnc3Oc3ccc(Cl)cc32)cc1 | 3% | -12%
Cc1cc2nc(/C(C#N)=C\c3c[nH]c4ccc(Br)cc34)[nH]c2cc1C | -10% | -14%

(next part)
SMILES | AID inhibitor | UDG counterscr
CCCC(C)N(C)CC(=O)NC(=O)NCCc1cccs1 (centres undefined) | -5% | -10%
N#Cc1nc(/C=C/c2ccccc2)oc1NCc1ccccc1 | -11% | -8%
CCOc1ccc(-c2cc3nc(C4CCN(C(=O)OC(C)(C)C)CC4)c(C(=O)Nc4cccc(C(F)(F)F)c4)cn3n2)cc1 | 1% | 3%
Cc1c(O)ccc2c(CN3CCCCCC3)cc(=O)oc12 | 0% | -3%
Cc1ccc(Cl)cc1NC(=O)c1cc(-c2ccc3c(c2)OCCO3)on1 | 10% | 11%
O=C(NCc1ccccc1)c1cnc2sc(N3CCCC3)nn2c1=O | 5% | 3%
CC(=O)c1c(C)[nH]c(C(=O)C(C)Sc2ccccc2Br)c1C (centres undefined) | -7% | -3%
COC(=O)c1ccc(Cl)cc1NC(=O)N(Cc1ccc(OC)cc1)C1CCN(C(C)=O)CC1 | 1% | -2%
O=C(Nc1cccc(C(F)(F)F)c1)c1ccc2c(c1)nnn2C1CCCC1 | 0% | -13%[57.5 µM]
CC1Cc2cc(S(=O)(=O)CCC(=O)Nc3ccc(Cl)cc3F)ccc2N1C(=O)C1CC1 (centres undefined) | -3% | -3%[57.5 µM]

(more compounds)
SMILES | AID inhibitor | UDG counterscr
COc1ccc(Cl)cc1NC(=O)Cn1c(=O)n(Cc2nc(C)no2)c(=O)c2ccccc21 | -19% | -7%
Cc1ccc(F)cc1NC(=O)CCc1c(C)nn(-c2ccc(N3CCCCC3)nn2)c1C | 4% | -9%[57.5 µM]
COc1cc2c(cc1OC)C(COc1ccc3c(C)cc(=O)oc3c1)N(C(=O)CC(C)C)CC2 (centres undefined) | 4% | -5%
CNC(=O)c1cccc(NC(=O)CC2C=CCC2)c1 (centres undefined) | -9% | -4%
CCN1CC(c2nc3ccccc3n2Cc2cccc3ccccc23)CC1=O (centres undefined) | -11% | 2%
Cn1c(=O)c2c(n3c4ccccc4nc13)NC(=O)CC2c1cccc(Cl)c1 (centres undefined) | -21% | -12%
CCc1ccc(-n2nc(CO)c(C(=O)NCCc3ccccc3)n2)cc1 | 1% | 2%[57.5 µM]
Cc1cc(=O)n(Cc2ccccc2)c2c1c(C)nn2-c1ccccc1 | ? | 20%
COc1cccc2sc(NC(=O)CCn3c(=O)oc4ccccc43)nc12 | 9% | -8%
O=C(Cc1n[nH]c(=O)c2ccccc12)Nc1cccc2ccccc12 | 21% | -3%

Other compounds:
SMILES | AID inhibitor | UDG counterscr
Cc1c(C(=O)OCC2CCCCC2)[nH]c2c1C(=O)CC(c1ccc(Cl)cc1)C2 (centres undefined) | 3% | 6%
Cc1cc(NCc2ccccn2)n2ncc(-c3ccc(F)cc3)c2n1 | -17% | -14%
O=C(NCCc1csc(-c2cccc(F)c2)n1)C(=O)Nc1cc(F)ccc1F | 9% | 14%
Cc1ccc2cccc(NC(=O)c3cccc4c(Br)cccc34)c2n1 | 105%[activator] | 13%
COC(=O)c1ccc(NC(=O)Nc2nnc(N(C)C3CCCCC3)s2)cc1 | -14% | 8%
O=C(Cn1nc(C(F)(F)F)c2c1CCCC2)Nc1ccc(Cl)cc1 | -2% | 6%
CC(Nc1oc(COc2ccccc2Cl)nc1C#N)c1ccccc1 (centres undefined) | 37%[activator] | -6%
CCOc1ccccc1CN(CCc1ccc2c(c1)OCO2)Cc1cccc(OC)c1OC | -28% | -21%
COc1cccc(/C=C/c2nc3ccccc3s2)c1OC(C)C | -19% | -10%
CCOC(=O)c1ccccc1Nc1cc(C)nc2nc(-c3ccco3)nn12 | -2% | -7%
Cc1ccc2c(c1)-c1onc(C(=O)N3CCN(c4cccc(C)c4C)CC3)c1CO2 | ? | -4%
